BLM helicase inh – blocks DNA unwinding by human BLM helicase; Potency, µM (top dose mostly 56.1 µM), without a hit: at the highest dose activity change, negative = inhibition, hits mostly inhibitors; 0.2% of 350,000 active; AID 2528; recombinant BLM DNA unwinding, fluorescence dequenching; P54132;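 note: plate controls were vehicle for no effect and no enzyme for full effect; nearly all actives have a fitted effect of over 35% in size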
Pol kappa inh – DNA polymerase kappa (human) inhibition | Q9UBT6 | purified Pol kappa, fluorescent DNA synthesis assay, 10 min | Potency, µM (top dose mostly 107 µM), inactives show at the highest dose activity, negative = inhibition, hits mostly inhibitors | 0.53% of 400,000 active | AID 588579; note: % is set by controls: 0 for no effect and ±100 for the full control effect
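Activity was followed as the change in fluorescence between reads at 0 and 10 min after starting the reaction with 50 nM substrate. Beforehand, 10 nM polymerase had been preincubated with compound for 15 min at room temperature.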
BAZ2B inh – blocks human BAZ2B. Q9UIF8. AlphaScreen BAZ2B-H3K14Ac peptide displacement. Potency, µM (titrated, usually from 114 µM), for inactives: at the highest dose activity change, negative = inhibition, most hits filed as inhibitors. 4.4% of 360,000 active; note: % is set by controls: 0 for no effect and ±100 for the full control effect; nearly all actives have a fitted effect of over 60% in size
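BAZ2B 50 nM plus b-H3(5-23)K14Ac 50 nM, PBS pH 7.4/0.01% Tween-20, 30 min RT; compound added (max 110 uM), 30 min RT; streptavidin donor/Ni-chelate acceptor beads 10 ug/mL final, 20 min dark; AlphaScreen read.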
Anesthetic bind – binds horse apoferritin like a general anesthetic. P02791. apoferritin/1-aminoanthracene competitive binding, fluorescence. Potency, µM (series often up to 77.5 µM), inactives show top-dose activity change, negative = displacement, hits mostly inhibitors. 0.074% of 350,000 active. AID 485281; note: % is set by controls: 0 for no effect and ±100 for the full control effect; nearly all actives have a fitted effect of over 20% in size
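Horse-spleen apoferritin (10 uM) was mixed with 50% saturated 1-aminoanthracene in PBS, exposed to compounds for 10 min at room temperature, and read for fluorescence (ex 380 nm, em 535 nm). Competitive displacement was fitted with a four-parameter Hill equation.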
Pol beta inh – DNA polymerase beta (human) inhibition; P06746; Pol beta primer extension/strand displacement, fluorescence kinetic; Potency, µM (titrated, usually from 114 µM), for inactives: top-dose activity change, negative = inhibition, most hits filed as inhibitors; 1.3% of 340,000 active; note: % is set by controls: 0 for no effect and ±100 for the full control effect
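Pol beta (10 nM) and compounds were preincubated 15 min at room temperature, then 50 nM substrate (final) started primer extension/strand displacement. Reads were taken at 0 and 10 min; concentration-response data were fitted to a four-parameter Hill equation.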
APEX1 inh – APE1 (human) endonuclease inhibition | P27695 | recombinant APE1, TAMRA/BHQ-2 abasic DNA cleavage fluorescence | Potency, µM (doses to about 65.8 µM), inactives show at the highest dose activity change, negative = inhibition, actives largely listed as inhibitors | 0.35% of 350,000 active | AID 2517;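 note: plate controls were vehicle for no effect and reference inhibitor for full effect; nearly all actives have a fitted effect of over 55% in size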
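Enzyme (0.75 nM final) and test compound are incubated 15 min at room temperature before adding 50 nM quenched THF abasic-site duplex. Cleavage dequenches TAMRA, followed at 525/598 nm over three reads one minute apart.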
Pol iota inh – blocks human DNA polymerase iota activity. Q9UNA4. Pol iota fluorescent replication assay, 10 min. Potency, µM (highest dose often 115 µM), for the others: at the highest dose activity, negative = inhibition, most hits filed as inhibitors. 1% of 390,000 active
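Fluorescent replication assay read twice, at 0 min and 10 min after adding 50 nM (final) substrate. Enzyme (10 nM) and compounds were first incubated 15 min at room temperature; enzyme-free buffer wells were negative controls.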
POLH inh – blocks human DNA polymerase eta activity; Potency, µM (titrated, usually from 114 µM), for the others: at the top dose activity change, negative = inhibition, most hits filed as inhibitors; Q9Y253; 1.2% of 390,000 active; recombinant Pol eta, fluorescent DNA replication assay; AID 588591; note: % is set by controls: 0 for no effect and ±100 for the full control effect
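Fluorescent replication assay: 50 nM final substrate added after a 15 min room-temperature compound preincubation with 10 nM enzyme. Signal taken at 0 min and again at 10 min.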
G9a block – inhibitors of human histone lysine methyltransferase G9a. Q96KQ7. G9a H3K9 monomethylation, AlphaScreen, 2 h. Potency, µM (doses to about 102 µM), for the others: at the top dose activity, negative = inhibition, most hits filed as inhibitors. 8.8% of 350,000 active; note: % is set by controls: 0 for no effect and ±100 for the full control effect; nearly all actives have a fitted effect of over 75% in size
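AlphaScreen detection with an anti-monomethyl H3K9 antibody quantified product after a 2 h room-temperature reaction containing 500 nM biotinylated H3K9 peptide, 20 µM SAM and 20 nM enzyme, which had been preincubated 15 min with compound.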
* = called active by the depositor; ? = inconclusive; nt = not tested or not shown; & = joins results of further samples; [ ] = dose if it differs, or a comment. Calls come from the whole dose curve; as a rule, active = well fitted curve in the direction sought with a large enough effect; inconclusive = small, poorly fitted or top-dose-only effect, or another doubt; inactive = no such curve, though single readings can be large; an effect the other way counts as inactive or inconclusive. Potency is the fitted concentration of half-maximal effect.

entry	compound	BLM helicase inh	Pol kappa inh	BAZ2B inh	Anesthetic bind	Pol beta inh	APEX1 inh	Pol iota inh	POLH inh	G9a block
1	CCOC(=O)c1cnc2c(ccc3ccccc32)c1Nc1ccc(OC)cc1OC	-13%	-7%	?	-7%	1%	nt	13%	-11%	?
2	COC(=O)C1=CN(CCCN2CCCC2=O)C=C(C(=O)OC)C1c1cccs1	-4%	-11%	-38%	272%[activator]	49%	-4%	4%	-10%	-36%[59 µM]
3	O=C(NCCC1=CCCCC1)C(=O)NCCc1ccc(Cl)cc1	-14%	-13%	-3%	-6%	-2%	-4%	116%[activator]	-10%	-23%[12.7 µM]
4	O=C(c1ccc(C#Cc2ccccc2)o1)N1CCN(c2ccccn2)CC1	-9%	-14%	?	?	-1%	-3%	-2%	-4%	45µM*
5	CN(C)CC/C=C1/c2ccccc2COc2ccccc21	-2%&-2%	-1%[60.1 µM]	-26%	-11%&-5%	6%	-1%&-2%	nt	nt	?
6	O=C(OCCOc1ccccc1Cl)c1ccc(-n2cnnn2)cc1	-8%	-9%	3%	?	1%	1%	5%	-16%	-1%[59 µM]
7	Cc1oc2ccccc2c1CC(=O)NCCCN(C)C	3%	-12%	?	-7%	24%	2%	65%[activator]	-13%	50µM*
8	Cn1c(SCc2ccc([N+](=O)[O-])cc2)nnc1-c1ccncc1	1%	5%	-3%	-4%	7%	3%	16%	-7%	-11%
9	CC(C)NC(=O)N(C)C[C@H]1Oc2ccc(NC(=O)NC3CCCCC3)cc2C(=O)N([C@H](C)CO)C[C@@H]1C	nt	-10%	nt	nt	nt	-11%	12%	-11%	nt
10	O=Cc1ccc(OCC(=O)NC(=O)NC2CCCCC2)cc1	-5%	-5%	13%	?	-15%	2%	-2%	10%	-1%[59 µM]
11	COC(=O)COc1ccc2c(=O)c(-c3ccccc3)coc2c1	1%	6%	0%	-8%	-1%	20%	60%[activator]	-7%	nt
12	COc1ccc(NC(=O)CSc2nnc(C3CC3)n2N)cc1	0%	0%	1%	-17%	9%	1%	?	-23%	42%[12.7 µM]
13	NS(=O)(=O)c1cccc(NC(=O)CC23CC4CC(C2)CC(CC(=O)Nc2cccc(S(N)(=O)=O)c2)(C4)C3)c1	-4%	-14%	-20%	?	5%	-6%	-24%	-2%	?
14	Cc1onc(-c2c(Cl)cccc2Cl)c1C(=O)OCC(=O)c1ccccc1	-9%	-1%	9%	-10%	1%	-10%	48%[activator]	?	138%[activator]
15	C/C(=N\Nc1cccc(C(=O)O)c1)c1cc2ccccc2o1	-8%	-8%	?	-7%	10%	9%	70%[activator]	?	50µM*
16	Cc1ccc(C2(C)NC(=O)N(CC(=O)NC(=O)NCCC(C)C)C2=O)cc1 (stereo unspecified)	-1%	-3%	-9%	?	0%	-1%	12%	-3%	20%[59 µM]
17	Cc1cc(C)cc(NC(=O)C2CCCN2C(=O)NC2CCCCC2)c1 (stereo unspecified)	2%	-21%	-4%	0%	4%	-1%	-5%	-4%	12%
18	CC(CC(=O)Nc1ccccc1)NCCCN1CCCC1=O (stereo unspecified)	0%	-5%	50µM*	-14%	36%	-15%	35%[activator]	-14%	8.9µM*
19	COc1cc(C(=O)NC2(C(F)(F)F)C(=O)NC(C)=C2C#N)cc(OC)c1OC (stereo unspecified)	1%	-6%[60.1 µM]	0%	-3%	35%	nt	2%	-1%	10%[59 µM]
20	Cc1cc2[nH]c(=O)c(=O)[nH]c2cc1S(=O)(=O)N1CCN(c2ccccc2)CC1	-12%&-4%	6%&-4%	-6%&-1%	?	?	-4%	-1%&-26%	0%&-11%	10%[59 µM]
21	CCOC(=O)CCC(=O)Nc1ccc([N+](=O)[O-])cc1C	-2%	-9%	-6%	-2%	26%	22%	63%[activator]	-6%	nt
22	O=C1CSC(=S)N1	1%	2%	-10%	-5%	30%	12%	-12%	-1%	3%[12.7 µM]
23	COC(=O)c1sc(S(=O)(=O)N2CCN(CCO)CC2)c(C(=O)OC)c1C	1%	-8%	nt	-7%	27%	-5%	37%[activator]	-12%	?
24	O=C(CN1CCOCC1)Nc1nc2ccc([N+](=O)[O-])cc2s1	-4%	-11%	-27%	-3%	-27%	-5%	3%	-5%	-46%
25	COc1ccccc1C1CC(c2ccc(Br)cc2)=NN1C(=O)c1cccnc1 (stereo unspecified)	-10%	-5%	?	?	3%	5%	7%	-20%	-48%[59 µM]
26	CN1CCN(c2ncc3c(n2)CCN(Cc2cc(Br)cs2)C3)CC1	-8%	-13%[60.1 µM]	?	-3%	-1%	nt	2%	-17%	?
27	Cc1ncoc1C(=O)N1CCCC(C(=O)c2ccc(Oc3ccccc3)cc2)C1 (stereo unspecified)	-10%	-13%	-38%	-16%	2%	-5%	105%[activator]	-17%	?
28	Brc1ccc(C2Nc3cccc4cccc(c34)N2)s1	-3%	-3%	?	-11%	-13%	3%	?	-6%	25µM*
29	CCc1ccc(-n2nc3ccc(NC(=O)c4ccc(C#N)cc4F)cc3n2)cc1	-2%	9%	-14%	1%	8%	nt	20%	-15%	?
30	Cc1ccnc(NC(=O)c2cccc(S(=O)(=O)N3CCCc4ccccc43)c2)c1	nt	-18%	2%	nt	nt	-16%	9%	-27%	-6%
31	COC(=O)Nc1ccc(S(=O)(=O)N2CCN(c3ccc(F)cc3)CC2)cc1	-5%	-6%	11%	5%	19%	10%	-4%	-18%	8%[12.7 µM]
32	Cc1ccc(C(=O)N=c2sccn2C)cc1C	-6%	-9%	-9%	-8%	18%	18%	49%[activator]	-5%	72%[activator]
33	C[C@H](CO)N1C[C@H](C)[C@@H](CN(C)C)Oc2c(NS(=O)(=O)c3ccc(F)cc3)cccc2C1=O	nt	5%	nt	nt	nt	22%	27%	-14%	nt
34	O=C(N/N=C/c1ccccc1C(=O)O)c1cccc(S(=O)(=O)N2CCOCC2)c1	nt	13%	7%	nt	nt	7%	-11%	-16%	19%[12.7 µM]
35	CCOC(=O)c1ccc(NC(=O)CN2c3ccccc3S(=O)(=O)c3ccccc32)cc1	-6%	0%	-24%	44%[activator]	-15%	nt	-18%	-13%	-8%[59 µM]
36	Cc1ccc2nc3n(c(=O)c2c1)CCC3	0%	-3%[60.1 µM]	6%	-8%	27%	2%	23%	-1%	8%[59 µM]
37	COc1ccc(Cl)cc1Nc1nc(C)cc(=O)[nH]1	-3%	-13%	-5%	5%	-2%	-4%	12%	-12%	-23%[59 µM]
38	COCCN(C(=O)COC(=O)/C=C/c1ccc(OC)c(OC)c1)c1c(N)n(Cc2ccccc2)c(=O)[nH]c1=O	nt	3%	8%	nt	nt	-2%	2%	-1%	6%[0.501 µM]
39	N#Cc1cccc(NC(=O)CCNC(=O)c2ccccc2Cl)c1	1%	-8%	0%	3%	12%	-6%	-19%	-5%	-12%
40	c1cncc(-c2ccc3ncnc(NC4CCNCC4)c3c2)c1	38%[activator]	6%[60.1 µM]	nt	nt	nt	1%	nt	nt	-27%[0.501 µM]
41	Cc1ccc(NC(=O)CSc2nc(O)c(Cc3ccccc3)c(=O)n2-c2ccccc2)cc1	-28%	-7%	-11%	-14%	-1%	-7%	74%[activator]	-20%	24%[59 µM]
42	Cc1cccc(-n2ncc3c(NCCCO)ncnc32)c1	-3%	-1%	9%	-9%	35%	-1%	?	-1%	-4%
43	Cc1ccc(/C=C/C(=O)NCC2COc3ccccc3O2)o1 (stereo unspecified)	-10%	-8%	?	-14%	80%	8%	35%[activator]	-14%	?
44	Cc1cccc(N(Cc2cc3ccccc3[nH]c2=O)S(=O)(=O)c2ccccc2)c1	-12%	-16%	-5%	-6%	-1%	-3%	5%	-14%	-14%[59 µM]
45	O=C(NCC(c1cccs1)N1CCOCC1)c1ccccc1NS(=O)(=O)c1cccc([N+](=O)[O-])c1 (stereo unspecified)	-11%	-22%	?	-6%	14%	-1%	49%[activator]	-12%	6%[59 µM]
46	COCC1CCN(C(=O)c2cc(COc3ccc4c(c3)CCCC4)on2)C1 (stereo unspecified)	-10%	-15%	9%	?	5%	-12%	-2%	-9%	-1%[0.501 µM]
47	Cn1c(CCc2nc3ccccc3[nH]2)n[nH]c1=S	-1%	5%	0%	-1%	-11%	6%	61%[activator]	8%	?
48	Cc1ccc(C2CCN(C(=S)NC3CCCCC3)C2)cc1 (stereo unspecified)	-8%	-13%	15%	-9%	0%	?	37%[activator]	-5%	-20%

Retrieved by structure from the list above (two):
entry	compound	BLM helicase inh	Pol kappa inh	BAZ2B inh	Anesthetic bind	Pol beta inh	APEX1 inh	Pol iota inh	POLH inh	G9a block
41	Cc1ccc(NC(=O)CSc2nc(O)c(Cc3ccccc3)c(=O)n2-c2ccccc2)cc1	-28%	-7%	-11%	-14%	-1%	-7%	74%[activator]	-20%	24%[59 µM]
43	Cc1ccc(/C=C/C(=O)NCC2COc3ccccc3O2)o1 (stereo unspecified)	-10%	-8%	?	-14%	80%	8%	35%[activator]	-14%	?

(cont.)
entry	compound	BLM helicase inh	Pol kappa inh	BAZ2B inh	Anesthetic bind	Pol beta inh	APEX1 inh	Pol iota inh	POLH inh	G9a block
49	CCOc1ccc(C(C(=O)NCC2CCCO2)N(C(=O)c2snc(C(N)=O)c2N)c2ccccc2F)cc1 (stereo unspecified)	-11%	2%	-5%	2%	12%	-6%	35%[activator]	-23%	-2%
50	Cc1ccccc1C(=O)N1N=C(c2ccc(NS(C)(=O)=O)cc2)CC1c1cccs1 (stereo unspecified)	-5%	5%	4%	-11%	-2%	72%[activator]	16%	-24%	?
51	COc1ccc(C(=O)CSc2nnc(CNc3nc(-c4ccccc4)cs3)n2C)cc1	-6%	-15%	-4%	?	-15%	-4%	4%	-19%	?
52	O=C(c1ccc(Cl)cc1)N1CCN(c2cc(=O)[nH]nc2-c2ccccc2)CC1	0%	-16%	4%	-21%	32%	0%	23%	-5%	99%[activator][59 µM]
53	Cc1ccc(NC(=O)CN(C)C(=O)c2cc(-c3ccccc3)nn2-c2ccccc2)cc1	nt	-4%	-3%	nt	nt	17%	3%	-12%	?
54	O=C(N/N=C/c1c[nH]c2ccccc12)c1[nH]c2ccc(Br)cc2c1-c1ccccc1	-9%	-7%[60.1 µM]	-28%	73%[activator]	1%	6%	26%	-25%	21%[59 µM]

Assay outcomes as filed in PubChem BioAssay.

Not all compounds are listed, so the mix of outcomes need not match the whole.
